DENV2 CPE – inhibitors of DENV2 cytopathic effect | DENV2-infected cells, cytopathic effect rescue, plate reader | CPE inhibition, % at 9.99 µM | 350,000 tested, 1.7% active | AID 651640; in the data active means CPE inhibition above about 20%, passing the limit was not always enough; inconclusive means no clear call, values can overlap the other calls; tested in BHK-21 cells;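 further: 0% = median of neutral control wells and 100% = median of positive control wells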
XiGFP reactiv – reactivates the inactive X chromosome in mouse fibroblasts; XiGFP mouse fibroblasts, % GFP-positive cells imaging, 3 d; cells co-treated with 5-aza-dC sensitizer; scaled so ellipticine positive control = 100%; activation, % at 7.58 µM; 360,000 tested, 0.055% active; AID 743238;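 active means mean normalized replicate activation at least 10% and every replicate at or above 10%; inconclusive means only one of the two criteria met; inactive means mean below 10% and not all replicates reach 10%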;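 further: 0% = median of on-plate neutral control wells and 100% = ellipticine 6 µM median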
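System: SV40-immortalized XiGFP fibroblast cells, line 68-5-11 / Incubation: 3-day compound exposure, then 15 min fixation at room temperature / Compound: single concentration per compound, delivered by pin transfer / Buffer or medium: DMEM plus 5-aza-dC sensitizer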
F508del corr – correctors of CFTR F508del function in bronchial epithelial cells | CFBE cells, YFP halide quenching; stimulated with forskolin plus potentiator P3; % fluorescence drop versus neutral controls | activity (quench increase), % at 7.58 µM | 350,000 tested, 0.36% active | AID 720511;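 active means mean added fluorescence quench of at least 8% versus neutral control, with both replicates also reaching 8%; inconclusive means only one of the mean or replicate conditions met; inactive means mean below 8% and not both replicates reaching 8%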;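 further: cells transiently co-express mutant CFTR-F508del with the halide-sensitive YFP; corrector assay measuring rescue of mutant channel to the surface after 24 h compound exposure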
PAX8 reporter – lowers PAX8-driven luciferase in RMG-I cells. RMG-I TPO-luciferase reporter, SteadyGlo, 24 h. inhibition, % at 12.6 µM. 360,000 tested, 1.2% active;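 active means mean replicate inhibition at least 60% with every replicate also reaching 60%; inconclusive means only one of the two criteria is met; inactive means mean below 60% and not all replicates reaching 60%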;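 further: luciferase light reporting Pax8 driven TPO promoter activity; plate controls were median of neutral control wells for no effect and mitoxantrone controls for full effect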
GSIS activator – GLuc luminescence reporter in INS-1E cells, primary screen for activators of glucose-dependent secretion of insulin; INS-1E GLuc reporter insulin secretion, 2-3 h; activation, % at 16.6 µM; 370,000 tested, 0.61% active;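 active means lowest replicate activation of at least 40%, so every replicate reaches that level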;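 further: 0% = median of neutral control wells and 100% = median of IBMX positive control wells; some compounds called inactive have numbers as strong as hits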
ERp5 inh – ERp5 (human) disulfide isomerase inhibition; Q15084; ERp5 insulin aggregation, absorbance 650 nm, 90 min; inhibition, % at 9.99 µM; 350,000 tested, 0.05% active;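 active means mean replicate inhibition above about 25%, with every replicate also reaching it, limit read from the data, passing the limit was not always enough; inconclusive means only one of those two criteria met; inactive means neither criterion met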
Target sequence (Q15084 whole entry, looked up): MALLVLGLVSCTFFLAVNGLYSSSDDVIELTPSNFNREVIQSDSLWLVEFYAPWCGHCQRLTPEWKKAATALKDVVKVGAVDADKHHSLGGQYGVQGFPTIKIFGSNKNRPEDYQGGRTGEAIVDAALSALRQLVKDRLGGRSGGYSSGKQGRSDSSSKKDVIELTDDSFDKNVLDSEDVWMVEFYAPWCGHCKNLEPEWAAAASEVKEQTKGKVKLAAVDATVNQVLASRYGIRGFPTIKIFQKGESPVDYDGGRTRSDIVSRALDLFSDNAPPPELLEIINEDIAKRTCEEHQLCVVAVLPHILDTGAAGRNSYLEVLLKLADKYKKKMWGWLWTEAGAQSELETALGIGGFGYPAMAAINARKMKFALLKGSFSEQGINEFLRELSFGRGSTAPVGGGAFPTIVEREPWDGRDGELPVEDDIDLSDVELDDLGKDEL
ARNT-TACC3 inh – disrupts binding between human ARNT and TACC3 | Q9Y6A5 | AlphaScreen His-ARNT PAS-B/GST-TACC3 binding, luminescence; TACC3 fragment carries E629A point mutation | inhibition, % at 9.99 µM | 390,000 tested, 0.66% active | AID 623870;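 active means mean inhibition of replicates at least 50% and at least half of replicates each reaching 50%; inconclusive means half or more replicates reach 50% but mean below 50%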;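 further: 0% = complete ARNT plus TACC3 wells and 100% = ARNT alone without TACC3; many hits fall short of the cut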
EWS-Fli inh – inhibitors of EWS/Fli oncoprotein transcriptional activity | inhibition, % at 12.6 µM | A673 NR0B1-luciferase reporter, viability-normalised | 350,000 tested, 0.67% active;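 active means mean inhibition of at least 50% after viability correction, with every replicate also passing that limit; inconclusive means mean reaches 50% but only one of two replicates passes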;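 further: firefly luciferase signal divided by Alamar Blue viability fluorescence both relative to DMSO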
Numbers without * were called inactive; ? = inconclusive; nt = not tested or not shown; & = joins results of further samples. No enrichment for hits; about 4.2% have a hit in one of these screens.

SMILES	DENV2 CPE	XiGFP reactiv	F508del corr	PAX8 reporter	GSIS activator	ERp5 inh	ARNT-TACC3 inh	EWS-Fli inh
C[C@H]1CN([C@@H](C)CO)C(=O)Cc2cc(NC(=O)Cc3cn(C)c4ccccc34)ccc2O[C@H]1CN(C)Cc1ccc(C(F)(F)F)cc1	-6	2.6	4.0	20	-1	-3	-23	4
COC(=O)/C=C1/SC(=NC(=O)c2ccc(Cl)cc2)NC1=O	-5	0.1	-2.5	-3	-40	5	7	12
Cc1ccc(S(=O)(=O)N2C[C@@H](O)COC[C@H]3O[C@@H](CC(=O)N[C@H]4CCN(Cc5ccccc5)C4)CC[C@@H]32)cc1	-7	0.1	1.6	12	2	-4	10	-4
O=Cc1c(N2CCC3(CC2)OCCO3)nc2ccccn2c1=O	-4	0.0	0.8	10	nt	2	-2	13
O=C(NCCCNC(=O)c1ccco1)c1ccc(Cl)cc1	11	0.3	0.3	-3	-2	1	3	-38
CC(=O)c1c(C)[nH]c(C(=O)OC(C)C(=O)Nc2ccc(C)c(S(=O)(=O)N3CCOCC3)c2)c1C (stereo not drawn)	4	0.4	3.5	7	-17	-6	8	13
COc1ccc(C(C#N)CCC2OCCO2)cc1OC (stereo not drawn)	8	-0.1	3.7	-5	36	2	-4	0
CCC(=O)N1CCN(c2ccccc2NC(=O)COc2cc(C)ccc2C(C)C)CC1	2	nt	0.7	nt	-5&-62	4&0	-2	-8
Cc1cccc(OCC(=O)Nc2nnc(S(=O)(=O)N3CCC(C)CC3)s2)c1	-3	0.4	-7.7	-17	nt	-10	-3	7
CCOC(=O)C1=C(C)NC(=O)C1CC(=O)O (stereo not drawn)	nt	-0.1	nt	-24	14	nt	-3	nt
CCOc1ccccc1NC(=O)CCNC(=O)N1CC(=O)Nc2ccccc21	-2	0.1	0.9	4	8	-1	nt	-2
COc1ccccc1CNC(=O)COC(=O)c1cc2ccccc2o1	-6	0.2	-0.2	nt	nt	2	-1	0
Cc1cc(C)c(S(=O)(=O)NCc2cccs2)cc1C	10	0.0	-0.8	3	13	2	-5	nt
COc1ccc2c(c1)cc1c(=O)n(CC(=O)NCCCOC(C)C)nc(C)n12	1	0.1	-1.3	13	1	0	1	6
COc1ccc(-c2ccc3oc(-c4ccc(OC)cc4)c(-c4ccc(OC)cc4)c3c2)cc1	-1	0.0	-1.0	-8	3	4	-14	13
CN(C(=O)CSc1n[nH]c(N)n1)C1CCCCC1	-12	-0.2	0.9	-10	11	-2	-3	6
CC(C)(C)c1ccc(-c2noc(CNC(=O)c3ccco3)n2)cc1	-3	0.3	-0.6	-40	-52	1	-11	-33
C[C@H]1CCCCO[C@H](CN(C)Cc2ccccc2)[C@@H](C)CN([C@@H](C)CO)C(=O)c2cc(NC(=O)C3CCCCC3)ccc2O1	-4	0.0	2.7	2	-22	-5	-5	5
O=S(=O)(Cc1nnnn1-c1ccccc1)c1ccc(F)cc1	6	0.0	1.6	-17	8	0	-4	nt
CNC(=S)N/N=C/c1ccc(N(C)C)cc1	-3	0.2	-0.4	-163	12	5	10	-56
C[C@@H]1CN([C@H](C)CO)C(=O)c2cc(-c3ccc(F)cc3)cnc2O[C@H]1CN(C)Cc1ccc(C(=O)O)cc1	-5	0.0	3.3	nt	19	7	-2	-13
C[C@@H]1CN([C@@H](C)CO)C(=O)c2cc(-c3cncnc3)cnc2O[C@@H]1CN(C)Cc1ccc(F)cc1	-2	0.2	1.0	4	-3	-5	-13	-7
O=C(CCc1nnc2n(CCc3ccccc3)c(=O)c3ccccc3n12)NCCCN1CCCCC1	-1	0.0	-1.3	-8	12	-2	-2	nt
O=C(Cc1ccccc1)N[C@H]1C=C[C@H](CC(=O)N2CCCCC2)O[C@H]1CO	3	0.4	0.6	3	-8	3	10	4
C#CCOCCOCCOCCNc1nc(N2CCN(C(=O)Cn3cc(CCCCN)nn3)CC2)nc(N2CCN(C(=O)Cn3cc(CC(C)O)nn3)CC2)n1 (stereo not drawn)	0	0.0	0.8	-16	17	-1	-21	-7
CC(O)(CS(=O)(=O)Cc1ccccc1)c1ccccc1 (stereo not drawn)	6	0.3	0.0	7	6	1	-9	6
Cc1ccc(S(=O)(=O)N(C)C[C@@H]2Oc3cc(C4=CCCC4)ccc3S(=O)(=O)N([C@H](C)CO)C[C@H]2C)cc1	79*	-0.3	6.8	7	8	-1	16	11
CNC(=O)C[C@@H]1CC[C@H]2[C@@H](COc3ccc(NC(=O)Nc4ccccc4)cc3C(=O)N2C)O1	2	2.9	3.5	-4	1	1	-1	-12
CC(C)NC(=O)Nc1ccc2c(c1)CC(=O)N([C@@H](C)CO)C[C@@H](C)[C@@H](CN(C)S(=O)(=O)c1cn(C)cn1)O2	-10	0.0	-3.6	-11	35	4	-8	-2
O=C(Cn1ccc(=O)[nH]c1=O)Nc1nccs1	-11	0.1	-0.6	-3	nt	-6	nt	3
Cc1cc(F)ccc1NC(=O)c1cc(S(=O)(=O)N2CCOCC2)cn1C	-7	0.0	-2.3	-1	-5	9	-4	-3
COc1cccc(CCNC(=O)c2cc(COc3c(F)cccc3F)on2)c1	20	0.0	2.3	-23	-9	-1	nt	nt
CC12CCC(=O)N1C(C(=O)OCC(=O)Nc1cc(S(=O)(=O)N3CCCCC3)ccc1Cl)CS2 (stereo not drawn)	nt	0.0	nt	-3	-22	nt	2	nt
Cc1ccccc1NC(=S)NCCc1ccc(S(N)(=O)=O)cc1	nt	0.0	nt	-7	18	nt	0	nt
COc1ccc(C(=O)Nc2ccc3c(c2)n(C)c(=O)n3C)cc1OC	3	0.0	-0.6	-11	-6	-1	4	9
Fc1ccc(NC(=S)NC2CCN(Cc3ccccc3)CC2)cc1	0	-0.3	-0.9	13	-8	4	2	-3
Cc1c(C(=O)NCCN2CCOCC2)sc2nc(-c3ccc(F)cc3)cn12	-19	nt	0.0	nt	-4	0	-4	-5
O=C(N[C@H]1C=C[C@@H](CC(=O)N2CCCCC2)O[C@@H]1CO)c1cccc(F)c1	11	0.5	2.8	9	2	-2	-4	2
O=C(O)C(CCc1ccccc1)N1CCOCC1 (stereo not drawn)	0	0.2	-1.9	2	-26	2	nt	5
CC1CCc2c(sc(/N=C/c3ccco3)c2C(N)=O)C1 (stereo not drawn)	5	0.1	-1.2	-152	-1	-3	-4	-52

Ordered by SMILES length (falling): part of the list above.
SMILES	DENV2 CPE	XiGFP reactiv	F508del corr	PAX8 reporter	GSIS activator	ERp5 inh	ARNT-TACC3 inh	EWS-Fli inh
CC12CCC(=O)N1C(C(=O)OCC(=O)Nc1cc(S(=O)(=O)N3CCCCC3)ccc1Cl)CS2 (stereo not drawn)	nt	0.0	nt	-3	-22	nt	2	nt
COc1ccc(-c2ccc3oc(-c4ccc(OC)cc4)c(-c4ccc(OC)cc4)c3c2)cc1	-1	0.0	-1.0	-8	3	4	-14	13
O=C(CCc1nnc2n(CCc3ccccc3)c(=O)c3ccccc3n12)NCCCN1CCCCC1	-1	0.0	-1.3	-8	12	-2	-2	nt
Cc1cc(F)ccc1NC(=O)c1cc(S(=O)(=O)N2CCOCC2)cn1C	-7	0.0	-2.3	-1	-5	9	-4	-3
CCOc1ccccc1NC(=O)CCNC(=O)N1CC(=O)Nc2ccccc21	-2	0.1	0.9	4	8	-1	nt	-2
Fc1ccc(NC(=S)NC2CCN(Cc3ccccc3)CC2)cc1	0	-0.3	-0.9	13	-8	4	2	-3
O=C(Cn1ccc(=O)[nH]c1=O)Nc1nccs1	-11	0.1	-0.6	-3	nt	-6	nt	3

New compounds follow:
SMILES	DENV2 CPE	XiGFP reactiv	F508del corr	PAX8 reporter	GSIS activator	ERp5 inh	ARNT-TACC3 inh	EWS-Fli inh
CCCCOc1ccc(C(=O)NCC(=O)NCCOc2ccc(C)cc2)cc1	-7	0.0	2.0	7	-19	1	-9	-7
Cc1cc(C)cc(N2C(=O)CC(Sc3ccccc3C(=O)O)C2=O)c1 (stereo not drawn)	7	0.1	0.1	-10	7	3	6	-4
CC(=O)N1N=C(c2ccccc2)CC1c1ccc(F)cc1 (stereo not drawn)	?	0.0	0.2	17	2	-1	-3	21
CO[C@@H]1CN(C)C(=O)c2ccc(NC(=O)C3CC3)cc2OC[C@@H](C)N(CC2CC2)C[C@@H]1C	0	0.1	-0.2	16	0	-3	-4	2
CN(CCn1ccnc1)C(=O)CC1C(=O)NCCN1Cc1ccccc1C(F)(F)F (stereo not drawn)	0	0.0	-0.3	2	-5	-3	4	4
C[C@@H]1CN([C@@H](C)CO)C(=O)Cc2cc(NC(=O)CCC(F)(F)F)ccc2O[C@H]1CN(C)Cc1ccc(C(F)(F)F)cc1	1	0.1	1.6	?	-5	1	-3	11
COc1ccc(CCNS(=O)(=O)c2ccc(-n3cnnn3)cc2)cc1OC	5	0.0	1.7	-13	4	-1	-3	4
Cc1cc(C)cc(N2CC(O)=C(c3nc4ccccc4c(=O)[nH]3)C2=N)c1	2	0.0	7.9	28	-3	0	-7	37
O=c1[nH]c(NCCO)c(N=Cc2ccccc2)c(=O)[nH]1	-2	0.1	1.3	0	2	3	-1	-4
O=C(NCc1csc(-c2ccccc2)n1)c1cc(F)cc2c1OCOC2	-7	0.0	1.5	-83	nt	-2	-3	-119
COc1ccc(S(=O)(=O)N2CCCOC2CNC(=O)C(=O)NCCO)cc1 (stereo not drawn)	-3	-0.2	1.0	8	9	-3	nt	-6
C[C@H]1CN([C@@H](C)CO)C(=O)c2cc(C#CC3CCCCC3)cnc2O[C@H]1CN(C)C(=O)Nc1ccccc1	0	0.4	-1.3	1	-11	1	5	-25
CN1c2ccc(-c3cccc(C#N)c3)cc2[C@@H]2[C@@H](CCN2C(=O)Nc2cc(F)ccc2F)[C@@H]1CO	16	-0.1	0.4	36	6	2	1	5
COc1ccc(Br)cc1S(=O)(=O)N1CCN=C1c1ccccc1	15	0.0	-0.3	-2	-2	1	6	nt
C=CCOC(=O)Nc1nc(CCNC(=O)OCc2ccccc2)c(C(=O)O)s1	-9	0.3	-0.2	1	9	-10	nt	4
O=c1[nH]cc(N2CCCCCC2)c(=O)[nH]1	-5	0.0	1.0	-2	4	3	nt	7
O=S(=O)(/N=C(/c1ccccc1)N1CCOCC1)c1ccc(F)cc1F	9	0.1	1.5	-5	24	-1	-3	-4
COc1ccc(NC(=O)NC2CCCc3ccccc32)c(OC)c1 (stereo not drawn)	3	0.0	0.9	7	11	-6	-5	-4
C[C@@H](NC(=O)C[C@H]1CC[C@@H]2[C@H](COc3ccc(NC(=O)C4CCOCC4)cc3C(=O)N2C)O1)c1ccccc1	9	0.0	-0.5	-9	-9	2	5	-2
Cc1cc2oc(C(=O)Nc3c(C)n(C)n(-c4ccccc4)c3=O)c(C)c2cc1Cl	-13	0.0	0.2	28	-32	-6	1	23
CCN(CC(=O)Nc1ccc(NC(C)=O)cc1)C(=O)Cc1c(Cl)cccc1Cl	55*	0.0	-1.1	5	13	-8	3	0

Compound activity as filed in PubChem.
